High-throughput results deposited in PubChem by several laboratories.
RSV CPE inhibition = RSV antiviral activity via CPE protection, HEp-2 cells, primary 10 µM value included (AID 2391). HEp-2 cells, RSV-induced CPE inhibition; higher % means a stronger effect. CPE inhibition, % at 10 µM, or IC50 in µM where a hit was titrated. hit rate 0.13% among 310,000; in the data active means a potency from the dose series; inconclusive means CPE inhibition mostly from about 23% at the one dose, without a potency; inactive means the rest, 99 in 100 with CPE inhibition below about 21%; further: strong numbers were not always called active
LYP inhibition = inhibitors of LYP phosphatase, biochemical, fluorescence intensity, uHTS (AID 1779). hit rate 0.054% among 290,000. recombinant LYP phosphatase, fluorescence intensity; higher % means a stronger effect. inhibition, % at 11.5 µM, or IC50 in µM where a hit was titrated; in the data active means inhibition above about 50%;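 further: plate controls were vehicle with enzyme for no effect and no enzyme for full effect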
NTR1 ag = agonists of NTR1, primary screen, imaging, U2OS cells, beta-arrestin-GFP, high content (AID 493036); P30989; NTR1-U2OS beta-arrestin-GFP spot imaging, agonist mode; activation, % at 20 µM; hit rate 0.17% among 330,000;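 active means activation at or above 40% of the spot to cytoplasm intensity ratio, with at least 20 cells analyzed; inconclusive means wells under 20 cells, flagged as cytotoxic or low count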;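 further: 0% = DMSO without peptide and 100% = 100 nM NTR1 peptide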
Target sequence (P30989 whole entry, looked up): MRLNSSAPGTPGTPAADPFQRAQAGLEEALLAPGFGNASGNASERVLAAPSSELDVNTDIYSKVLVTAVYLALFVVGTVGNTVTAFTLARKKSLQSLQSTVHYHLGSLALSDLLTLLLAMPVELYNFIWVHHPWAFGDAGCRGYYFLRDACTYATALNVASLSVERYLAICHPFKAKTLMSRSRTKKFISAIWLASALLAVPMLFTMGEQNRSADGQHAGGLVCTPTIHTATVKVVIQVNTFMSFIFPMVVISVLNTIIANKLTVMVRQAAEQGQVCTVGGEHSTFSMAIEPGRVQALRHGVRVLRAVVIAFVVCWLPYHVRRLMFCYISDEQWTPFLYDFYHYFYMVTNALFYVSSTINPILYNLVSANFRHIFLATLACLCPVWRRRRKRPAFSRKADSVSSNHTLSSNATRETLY
GPR35 antagonists = GPR35 antagonists blocking zaprinast-driven arrestin recruitment, primary screen, imaging, U2OS, beta-arrestin-GFP, zaprinast agonist (AID 2058). hit rate 0.052% among 290,000. U2OS GPR35 beta-arrestin-GFP translocation imaging, zaprinast antagonism; higher % means a stronger effect. one-dose inhibition, % at 10 µM; IC50 in µM for titrated hits;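 active means inhibition of at least 50% with at least 30 cells and total cytoplasm GFP at most 10,000,000; inconclusive means under 30 cells or total GFP of 10,000,000 plus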
AID2073 = disruptors of CaV2.2 binding to Mint1 – biochemical, HTRF (AID 2073); HTRF protein-protein interaction, Mint1-CaV2.2; higher % means a stronger effect; inhibition, % at 20 µM, or IC50 in µM where a hit was titrated; hit rate 0.19% among 290,000; in the data active means inhibition mostly above about 51%, no sharp cut-off; inconclusive means no clear call, values can overlap the other calls; inactive means mostly below about 53%; further: some results filed as inactive read as strong as hits
UTI89 phage lysis = protection from phage-mediated lysis, alamar blue read-out – E. coli UTI89, K1F phage, bacterial capsule biogenesis inhibitors (AID 488966) | E. coli UTI89 K1F phage lysis, alamar blue, 2 h; higher % means a stronger effect | hit rate 0.02% among 340,000 | inhibition, % at 100 µM, or IC50 in µM where a hit was titrated;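 active means phage lysis inhibition, versus mean bacterial control, above a set limit; inconclusive means no clear call, values can overlap the other calls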;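 further: capsule biogenesis inhibitors block K1F phage lysis so surviving cells raise fluorescence; higher fluorescence means more inhibition of phage lysis; actives were called in the ten point dose series up to 300 µM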
Autophagy mod = modulators of autophagy; MEF GFP-LC3 puncta imaging; test concentration mostly 10 µM; AID 463193; calls only at 10 µM (by protocol); hit rate 0.98% among 190,000;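 active means percentage of spot-positive cells more than 3 SD above its plate mean, without a fluorescence outlier flag or 80% toxicity; inconclusive means no clear call, values can overlap the other calls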;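 further: spot-positive cell cutoff set from DMSO-treated cells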
NS5 inhibitors = Dengue-2 NS5 methyltransferase inhibitors, primary screen, biochemical, confirmation dose response (AID 588689); Dengue-2 NS5 methyltransferase capping enzyme assay, biochemical; higher % means a stronger effect; inhibition, % at 25 µM; hits with a dose series show IC50 in µM; hit rate 0.3% among 340,000; in the data active means a potency from the dose series; inconclusive means inhibition above about 29% without an active follow-up result
WT yeast gro inh = growth inhibition of WT yeast, mitochondrial fusion screen. hit rate 2.1% among 190,000. mitochondrial fusion phenotypic screen, WT strain. inhibition, % at 10 µM; in the data active means inhibition above about 58%; tested in S. cerevisiae
WT yeast gro inh mutant strain = second read-out of WT yeast gro inh, no call of its own (marks repeat the call); inhibition, %; mitochondrial fusion phenotypic screen, mutant strain inhibition
Autophagy mod cell loss 18 h = recorded beside Autophagy mod, whose call it bears; toxicity, %; measured here: cell loss, nuclei count;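 cell loss after 18 h compound exposure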
NTR1 ag cell count 20 µM = also measured in NTR1 ag; calls as there; cell count; measured here: cell count, cytotoxicity flag
* = called active by the depositor; i = inactive; u = inconclusive; x = not tested or not shown; [ ] = remark or other dose. Rows were taken by chance, and some 2.6% of all compounds hit somewhere here.

Structure	Autophagy mod	LYP inhibition	Autophagy mod cell loss 18 h	NTR1 ag	WT yeast gro inh mutant strain	NS5 inhibitors	NTR1 ag cell count 20 µM	WT yeast gro inh	GPR35 antagonists	AID2073	RSV CPE inhibition	UTI89 phage lysis
CC(C)CC(C(=O)NC(C)(C)C)N(Cc1cccs1)C(=O)c1snc(C(N)=O)c1N (stereo not given)	i	-3.4%	-4.1	0.5	0.1	3.8%	30	-4.6	0.5%	8.4%	-1.4%	0.4%
Cc1ccc(C2=NN(CCC(=O)NCc3ccc4c(c3)OCO4)C(=O)CC2)cc1	i	-6.3%	-6.9	-1.7	15.5	0.0%	58	-16.6	-8.8%	-11.4%	5.5%	1.6%
O=C(CSc1ccc(-c2nc3ccccc3[nH]2)cn1)N1CCN(C(=O)c2ccco2)CC1	i	-0.1%	6.2	4.3	5.2	-6.4%	70	4.0	3.1%	3.2%	0.7%	-2.0%
COc1ccccc1C(=O)NC(=O)COC(=O)Cc1ccc(F)cc1	x	x	x	-0.1	x	-6.7%	65	x	x	x	0.1%	0.2%[50 µM]
Cc1cc(=O)oc2cc(OCC(=O)NCCN3CCOCC3)c(Cl)cc12	x	-7.3%	x	2.4	x	0.0%	64	x	1.1%	6.4%	0.1%	0.4%
CCOC(=O)N/N=C/c1cn(Cc2ccccc2Cl)c2ccccc12	i	1.6%	-2.1	6.6	-14.2	1.9%	48	-3.3	-7.8%	-5.3%	4.1%	0.0%
CCCCCCN1CC(C(=O)OCC)C(=O)C1=O (stereo not given)	i	-0.2%	5.4	-1.0	-3.9	3.7%	68	-6.0	-2.9%	6.2%	3.3%	0.1%
CC1=NOC(=O)/C1=C\c1ccc(-c2ccc(Br)cc2C(=O)O)o1	i	2.7%	25.1	-1.9	9.9	20.1µM*	72	-12.5	9.6%	-2.4%	0.9%	-1.1%
COc1ccc(C2(CCN)CC(C)N(C)CC2C)cc1 (stereo not given)	i	-9.8%	-7.4	-1.5	4.0	8.9%	49	-0.5	20.1%	3.4%	-0.7%	0.6%
C/C(=N\Nc1ncc(Cl)cc1Cl)c1ccccn1	i	-5.4%	38.4	x	86.4	u	x	82.6	-16.2%	7.3%	x	5.0%
CCCc1nnc(NC(=O)CCC(=O)O)s1	i	-11.2%	5.5	1.3	8.1	-1.4%	41	9.3	-18.7%	-4.5%	0.9%	-0.1%
CCCN(C(=O)CSc1ncnc2sccc12)c1c(N)n(Cc2ccccc2)c(=O)[nH]c1=O	x	x	x	-0.7	x	-8.0%	50	x	x	x	0.1%	0.2%
N#Cc1c(Nc2ccccc2)sc(C(=O)C2CC2)c1N	i	-5.7%	3.9	0.0	-6.3	-8.9%	79	7.9	-9.0%	27.3%	0.8%	0.1%
Clc1cccc(-c2cc3nc4c(c(N5CCOCC5)n3n2)CCCC4)c1	i	7.2%	5.4	19.0	68.0*	0.7%	63	84.6*	2.3%	7.2%	9.2%	3.2%
CC(=O)C1C(c2ccc(Br)cc2)c2c(noc2C)CC1(C)O (stereo not given)	x	-7.2%	x	0.1	x	-1.6%	43	x	6.1%	-14.4%	1.4%	-2.6%

Next section
Structure	Autophagy mod	LYP inhibition	Autophagy mod cell loss 18 h	NTR1 ag	WT yeast gro inh mutant strain	NS5 inhibitors	NTR1 ag cell count 20 µM	WT yeast gro inh	GPR35 antagonists	AID2073	RSV CPE inhibition	UTI89 phage lysis
CCCCNC(=O)C1CCN(Cc2ccccn2)CC1	i	-7.3%	7.8	-1.4	13.4	6.4%	86	13.8	3.8%	3.2%	0.5%	0.1%
COc1cc(OC)cc(C(=O)N[C@H](C(=O)Nc2ccc(NC(C)=O)cc2)C(C)C)c1	i	-2.5%	13.3	0.0	3.9	-5.2%	79	11.0	-3.1%	-5.5%	0.1%	0.3%
N#C/C(=C\c1cc(Cl)cc(Cl)c1O)C(=O)NC1CCCCC1	i	0.1%	6.4	0.8	-0.1	u	67	19.2	3.4%	0.4%	1.6%	6.7%
CC1=C(C(=O)Nc2ccccn2)C(c2ccccc2)n2ncnc2N1 (stereo not given)	i	2.4%	24.3	0.2	8.5	3.9%	42	-2.2	-4.2%	-2.3%	2.2%	0.6%
CCCCOC(=O)Nc1nc2ccc(OC)cc2s1	i	1.9%	-5.5	0.5	-10.7	1.4%	50	0.0	-6.8%	-0.8%	0.5%	1.9%
O=C(c1nsnc1-c1ccccc1O)N1CCCCC1	i	-2.6%	2.4	-1.1	4.9	0.0%	46	-4.7	-18.4%	-2.2%	-0.2%	0.4%
CCn1cc(S(=O)(=O)CC(=O)Nc2ccc(C)cc2)c2ccccc21	i	-4.8%	-3.7	-2.1	-17.0	-5.7%	92	4.6	-8.3%	-1.1%	3.9%	0.5%
C#CCn1c(=O)cc(C)c2ccccc21	i	-4.6%	15.4	-0.2	-2.3	0.0%	25	0.1	-12.6%	-5.5%	9.3%	1.0%
COc1ccc(C(=O)N2CCCC(c3nc(-c4ccc(C)o4)no3)C2)cc1OC (stereo not given)	x	-4.5%	x	-0.6	x	1.7%	57	x	10.4%	-3.0%	1.7%	0.4%
Cn1cncc1C#Cc1ccc2cc(CCO)oc(=O)c2c1	x	x	x	1.4	x	-6.3%	64	x	x	x	3.1%	0.0%
CC(=O)C1=C(c2ccccc2)NC(=O)NC1c1cccs1 (stereo not given)	x	-10.2%	x	2.3	x	3.1%	68	x	9.9%	3.8%	4.3%	-1.1%
CSc1nnc2c3c4c(sc3c(=O)n(-c3ccccc3)n12)CC(C)(C)OC4	i	-9.9%	-10.5	-1.6	5.5	-11.2%	78	-9.7	21.2%	5.2%	3.0%	-0.5%
CCN(CC)c1ccc(NS(=O)(=O)c2ccc(OC)cc2)cc1	i	-5.4%	-10.2	2.1	1.0	-7.8%	53	2.8	1.7%	-9.8%	-0.8%	0.5%
CCOC(=O)c1ccc(NC(=S)N2CCC(C(N)=O)(N3CCCCC3)CC2)cc1	i	-7.2%	-0.4	-0.1	-6.1	0.0%	58	-12.4	12.2%	-16.8%	6.9%	5.1%
O=C(NCCS(=O)(=O)N1CCCC1)c1ccccc1	x	x	x	-1.3	x	-8.0%	34	x	x	x	-0.6%	-0.3%[50 µM]

The listing continues.
Structure	Autophagy mod	LYP inhibition	Autophagy mod cell loss 18 h	NTR1 ag	WT yeast gro inh mutant strain	NS5 inhibitors	NTR1 ag cell count 20 µM	WT yeast gro inh	GPR35 antagonists	AID2073	RSV CPE inhibition	UTI89 phage lysis
O=C(CSc1nnc(-c2ccc(O)cc2)n1Cc1ccco1)N1CCc2ccccc2C1	i	-4.1%	8.1	0.7	-26.9	3.4%	72	-24.9	-7.0%	10.6%	-0.3%	0.1%
Cc1cc(N2CCCC2)nc2c(C)cccc12	i	-4.3%	1.7	2.3	7.2	-10.9%	36	12.2	-6.8%	12.1%	1.7%	-0.6%
COc1ccc(N2CCc3c(C)nc(SC)nc32)cc1	i	1.4%	7.4	2.2	22.7	-4.4%	36	17.1	5.5%	26.0%	0.2%	-0.7%
CCCC[N+](C)(C)CCC(=O)NC(C)(C)CS(=O)(=O)[O-]	i	-4.3%	2.5	0.1	-17.6	-1.4%	65	-15.0	1.2%	6.8%	3.1%	0.5%[50 µM]
CC(=O)c1ccc(N(CC(=O)NC2CCCC2)C(=O)CNC(=O)c2cccs2)cc1	x	-0.2%	x	0.0	x	-8.3%	45	x	-9.1%	-6.4%	1.1%	0.1%
CC(CC(=O)Nc1ccc(S(=O)(=O)N2CCOCC2)cc1)c1ccccc1 (stereo not given)	x	-6.5%	x	3.3	x	-8.6%	50	x	1.7%	-4.9%	0.1%	-0.3%[50 µM]
CC(=O)Nc1ccc2nc(-c3cccs3)[nH]c2c1	i	-16.0%	19.0	-0.5	7.5	6.0%	38	12.8	5.5%	16.3%	-1.1%	0.1%
Cc1cccc(C(=O)N2CCN(c3ncnc4c3cnn4-c3ccccc3)CC2)c1	i	0.0%	9.2	-1.1	-13.0	-13.0%	43	10.0	-14.5%	11.4%	9.9%	-0.3%
CCC(C)(C(=O)NC1CCCCC1)N(Cc1ccco1)C(=O)Cc1cccs1 (stereo not given)	i	12.4%	11.0	0.3	-2.2	1.6%	84	-3.2	8.5%	21.5%	11.8%	0.5%
CC(C)(C)C(=O)/C=c1\[nH]c(=O)/c(=C\c2ccc(F)cc2)s1	i	4.4%	-8.9	10.8	-30.4	-0.7%	69	-2.6	-3.5%	8.6%	7.7%	0.0%
O=S(=O)(CCc1nc2ccccc2o1)c1ccc(Cl)c(Cl)c1	i	-1.8%	-12.8	-2.0	2.8	1.1%	36	0.1	3.0%	-5.5%	1.6%	-0.2%
CCOC(=O)c1ccccc1NC(=O)c1n[nH]c(=O)c2ccccc12	i	-6.2%	10.3	-2.2	-17.4	0.0%	64	5.0	-13.3%	5.5%	1.7%	5.4%
COc1ccc(CCNC(=O)C(=O)NCC2OCCN2C(=O)c2ccc(Cl)cc2)cc1 (stereo not given)	x	-12.1%	x	0.6	x	8.5%	61	x	4.6%	11.6%	0.1%	1.8%[50 µM]
O=C(Nc1ccc(C(=O)N2CCCCC2)cc1)c1ccccc1Br	x	-11.0%	x	-1.2	x	-5.2%	46	x	7.9%	-7.1%	5.2%	-0.2%
Cc1cc(C)cc(NC(=O)CCC(=O)Nc2nnc(C(F)(F)F)s2)c1	x	-6.2%	x	-0.8	x	0.0%	40	x	-1.7%	2.1%	x	-2.9%

(further entries)
Structure	Autophagy mod	LYP inhibition	Autophagy mod cell loss 18 h	NTR1 ag	WT yeast gro inh mutant strain	NS5 inhibitors	NTR1 ag cell count 20 µM	WT yeast gro inh	GPR35 antagonists	AID2073	RSV CPE inhibition	UTI89 phage lysis
Cc1cc2c(cc1S(=O)(=O)N1CCN(c3ccccc3F)CC1)OCC(=O)N2	x	-8.0%	x	3.9	x	-5.8%	60	x	-5.3%	8.0%	2.6%	-0.3%[50 µM]
Clc1ccc(COc2cccc(CNCc3ccncc3)c2)cc1	i	-11.9%	-15.1	1.7	33.6	-5.2%	66	34.0	-5.6%	5.7%	-0.8%	0.8%
Cc1occc1C(=O)NNC(=O)c1ccc(Br)o1	i	1.7%	15.0	-1.9	6.6	-4.4%	17	-1.1	2.7%	5.7%	-0.7%	-0.2%
c1ccc(Oc2ncnc3sccc23)cc1	i	-6.1%	-5.7	0.0	5.0	0.7%	75	0.5	-13.2%	-20.6%	4.8%	0.3%

Single records (already shown). Order of values: Autophagy mod, LYP inhibition, Autophagy mod cell loss 18 h, NTR1 ag, WT yeast gro inh mutant strain, NS5 inhibitors, NTR1 ag cell count 20 µM, WT yeast gro inh, GPR35 antagonists, AID2073, RSV CPE inhibition, UTI89 phage lysis
c1ccc(Oc2ncnc3sccc23)cc1 reads i, -6.1%, -5.7, 0.0, 5.0, 0.7%, 75, 0.5, -13.2%, -20.6%, 4.8%, 0.3%
Cc1occc1C(=O)NNC(=O)c1ccc(Br)o1 reads i, 1.7%, 15.0, -1.9, 6.6, -4.4%, 17, -1.1, 2.7%, 5.7%, -0.7%, -0.2%
